Screens as filed in PubChem BioAssay.
pPAFAH inh: inhibitors of human plasma PAF acetylhydrolase (pPAFAH) | inhibition, % at 3.39 µM | Q13093 | 330,000 compounds, 1.5% hits | recombinant pPAFAH, FP-rhodamine probe fluorescence polarization;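 active = inhibition above the mean inhibition across the screen plus 3 SD, cut at about 25% in these data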;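 also: inhibitors block binding of the rhodamine activity-based probe so polarization drops; 0% = enzyme with DMSO and 100% = wells lacking pPAFAH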
LYPLA1 counter: blocks human lysophospholipase 1, a PME1 counter-screen. recombinant LYPLA1, FP-Rh probe fluorescence polarization. inhibition, % at 5.9 µM. 320,000 compounds, 0.16% hits;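 active = inhibition above the mean of all tested compounds plus 3 SD, set per campaign, cut at about 14% in these data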;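 also: inhibitors block serine hydrolase probe labeling of LYPLA1 so polarization falls; 0% = enzyme with DMSO and 100% = wells lacking LYPLA1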
PAFAH1B3 inh: inhibitors of human PAFAH1B3; Q15102; inhibition, % at 3.39 µM; 340,000 compounds, 0.28% hits; recombinant PAFAH1B3, FP-rhodamine probe, fluorescence polarization;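 active = inhibition above the screen-wide average of all tested compounds plus 3 SD, cut at about 25% in these data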;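 also: 0% = enzyme with DMSO only and 100% = wells lacking PAFAH1B3 protein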
GSTO1 inh: counter-screen for RBBP9 inhibitors: inhibitors of human GSTO1; P78417; 300,000 compounds, 1.1% hits; recombinant GSTO1, activity-based probe fluorescence polarization; inhibition, % at 5.96 µM;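 active = inhibition above the campaign mean inhibition plus 3 SD, cut at about 35% in these data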;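 also: 0% = GSTO1-1 with DMSO and 100% = wells lacking GSTO1-1 enzyme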
PAFAH2 inh: PAFAH2 (human) inhibition. Q99487. inhibition, % at 3.39 µM. AID 492956. 340,000 compounds, 0.99% hits. recombinant PAFAH2, FP-rhodamine activity probe, fluorescence polarization;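 active = inhibition above the mean over all tested compounds plus 3 SD, cut at about 30% in these data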;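 also: inhibitors block probe labeling of enzyme so polarization drops; 0% = enzyme with DMSO and 100% = wells lacking PAFAH2 protein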
PAFAH1B2 FP inh: inhibitors of human PAFAH1B2; 340,000 compounds, 1.2% hits; P68402; AID 492953; recombinant PAFAH1B2, FP-rhodamine activity probe, fluorescence polarization; inhibition, % at 3.39 µM;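 active = inhibition above the mean of all tested compounds plus 3 SD, cut at about 24% in these data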;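 also: 0% = enzyme with DMSO and 100% = wells lacking PAFAH1B2; many of its hits are not listed in these tables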
Target sequence (P68402 whole entry, looked up): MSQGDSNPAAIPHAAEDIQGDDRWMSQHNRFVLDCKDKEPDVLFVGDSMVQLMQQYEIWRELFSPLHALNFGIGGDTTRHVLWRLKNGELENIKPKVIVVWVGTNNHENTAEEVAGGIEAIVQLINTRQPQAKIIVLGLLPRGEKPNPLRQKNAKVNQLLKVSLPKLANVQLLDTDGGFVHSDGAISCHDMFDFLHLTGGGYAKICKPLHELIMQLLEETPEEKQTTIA
PAD4 FP inh: blocks human protein arginine deiminase 4 | Q9UM07 | inhibition, % at 6.36 µM | recombinant PAD4, RCA probe fluorescence polarization | 330,000 compounds, 0.41% hits;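 active = percent inhibition above a cutoff equal to the mean of all tested compounds plus 3 SD, cut at about 15% in these data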;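 also: 0% = PAD4 with RCA probe and DMSO and 100% = probe without PAD4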
Target sequence (Q9UM07 whole entry, looked up): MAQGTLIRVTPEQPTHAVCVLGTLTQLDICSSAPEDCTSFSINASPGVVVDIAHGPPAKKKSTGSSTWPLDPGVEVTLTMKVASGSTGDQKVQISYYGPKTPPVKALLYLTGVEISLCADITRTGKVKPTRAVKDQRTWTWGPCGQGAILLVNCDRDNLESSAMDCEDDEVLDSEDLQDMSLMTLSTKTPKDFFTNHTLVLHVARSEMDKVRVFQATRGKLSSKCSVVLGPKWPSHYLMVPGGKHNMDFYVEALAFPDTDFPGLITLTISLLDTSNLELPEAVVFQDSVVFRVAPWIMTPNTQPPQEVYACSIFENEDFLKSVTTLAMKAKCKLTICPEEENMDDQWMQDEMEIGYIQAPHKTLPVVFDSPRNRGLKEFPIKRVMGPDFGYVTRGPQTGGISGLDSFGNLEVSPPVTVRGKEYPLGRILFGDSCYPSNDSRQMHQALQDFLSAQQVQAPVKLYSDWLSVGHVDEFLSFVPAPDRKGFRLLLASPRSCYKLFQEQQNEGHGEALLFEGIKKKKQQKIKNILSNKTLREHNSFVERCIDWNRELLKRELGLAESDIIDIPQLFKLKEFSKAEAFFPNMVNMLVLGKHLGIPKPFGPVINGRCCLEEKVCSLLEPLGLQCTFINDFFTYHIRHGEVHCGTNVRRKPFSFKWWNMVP
LYPLA2 inh: blocks human lysophospholipase 2, a PME1 counter-screen; O95372; 320,000 compounds, 0.38% hits; AID 2177; inhibition, % at 5.9 µM; recombinant LYPLA2, FP-Rh probe fluorescence polarization;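 active = inhibition above the screen-wide mean plus 3 SD, limit set per campaign, cut at about 26% in these data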;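 also: 0% = LYPLA2 with DMSO and 100% = wells lacking LYPLA2 enzyme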
Target sequence (O95372 whole entry, looked up): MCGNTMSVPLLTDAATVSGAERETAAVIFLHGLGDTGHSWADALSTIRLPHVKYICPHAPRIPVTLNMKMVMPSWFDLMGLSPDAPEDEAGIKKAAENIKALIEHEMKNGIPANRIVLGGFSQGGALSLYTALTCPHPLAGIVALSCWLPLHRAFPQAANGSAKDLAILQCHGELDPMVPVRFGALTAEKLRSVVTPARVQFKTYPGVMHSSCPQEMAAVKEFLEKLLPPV
PME-1 primary: blocks human protein phosphatase methylesterase 1; Q9Y570; recombinant PME-1, FP-Rh probe fluorescence polarization; inhibition, % at 5.9 µM; 320,000 compounds, 0.53% hits; AID 2130;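 active = inhibition above the campaign mean of all compounds plus 3 SD, cut at about 26% in these data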;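 also: competitive labeling of PME-1 active site by serine hydrolase directed probe; 0% = PME-1 with DMSO and 100% = wells lacking PME-1 enzyme; inhibitors block probe labeling so polarization falls and inhibition rises; many of its hits are not listed in these tables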
Active calls of the source: *; nt = no result given. Not all compounds are listed; the hit share may differ from the screen's.

A first look (2 entries):
SMILES	pPAFAH inh	LYPLA1 counter	PAFAH1B3 inh	GSTO1 inh	PAFAH2 inh	PAFAH1B2 FP inh	PAD4 FP inh	LYPLA2 inh	PME-1 primary
CCN1C(=O)C2(/C(=C(\O)c3ccc4c(c3)OCCO4)C(=O)C(=O)N2CCCOC)c2ccccc21 (stereo not given)	-1	-2	0	6	11	0	4	1	5
CC(C)(C)OC(=O)NCCCCCNC(=O)c1nc[nH]c1C(=O)N1CCN(C(=O)OC(C)(C)C)CC1	0	-1	2	nt	6	3	-1	1	4

The list itself, repeating the preview:
SMILES	pPAFAH inh	LYPLA1 counter	PAFAH1B3 inh	GSTO1 inh	PAFAH2 inh	PAFAH1B2 FP inh	PAD4 FP inh	LYPLA2 inh	PME-1 primary
CCN1C(=O)C2(/C(=C(\O)c3ccc4c(c3)OCCO4)C(=O)C(=O)N2CCCOC)c2ccccc21 (stereo not given)	-1	-2	0	6	11	0	4	1	5
CC(C)(C)OC(=O)NCCCCCNC(=O)c1nc[nH]c1C(=O)N1CCN(C(=O)OC(C)(C)C)CC1	0	-1	2	nt	6	3	-1	1	4
CCN(CC)c1ccc(/C=N/NC(=O)c2ccoc2C)cc1	2	3	1	10	-1	4	-2	2	2
O=C(c1ccc(Cl)cc1)[C@@H]1[C@@H]2C(=O)N(c3ccc(Cl)cc3)C(=O)[C@@H]2C2c3ccccc3C=NN21 (stereo not given in full)	-8	-4	6	-15	-10	-6	-63	-16	-5
COc1cc(OC)cc(-c2c(-c3ccc(F)cc3)c3cc(-c4ccc5[nH]ccc5c4)ccc3n2C)c1	14	-3	5	nt	4	5	1	1	2
O=C(N/N=C/c1ccccn1)C(=O)N1CCCCCC1	0	-7	10	8	2	-2	2	-6	-4
C=C(C)Cn1c(-c2cccc([N+](=O)[O-])c2)n[nH]c1=S	6	1	2	6	0	0	5	13	7
Cc1ccc(C(=O)NNc2ncnc3ccccc23)cc1	5	2	3	-6	2	2	-1	6	6
Cn1c(=O)c2c(SCC(=O)NCC3CCCO3)nc(CC(C)(C)C)nc2n(C)c1=O (stereo not given)	0	3	6	-7	0	4	4	2	0
O=C(C[C@@H]1C/C=C\CCCC(=O)OC[C@@H](c2ccccc2)NC1=O)NCCO	-1	nt	8	nt	0	1	-3	nt	nt
O=C(COc1ccc(Br)cc1)N/N=C1\SCC(=O)N1c1ccc(F)cc1	8	0	0	6	-4	5	-5	4	5
CCC(CO)Nc1ccc(-c2n[nH]c(=O)c3ccccc23)cc1[N+](=O)[O-] (stereo not given)	-1	3	5	-7	-5	1	0	-1	9
CC(=O)c1c(C)[nH]c(C(=O)Nc2ccc(Cl)cc2F)c1C	0	-8	6	2	5	2	-6	-2	3
C=C(C)CNC(=S)N/N=C/c1ccccc1OCC(=O)O	1	4	5	14	2	5	1	5	-4
COC(=O)Cc1ccc(NC(=O)c2ccccc2Cl)cc1	4	-5	2	0	-3	1	0	2	0
O=C(Cc1cccs1)Nc1ccc(N2CCOCC2)cc1	17	1	10	7	8	-3	-1	7	3
Cc1ccc(-c2nnn(CC(=O)N(C)C3CCCCC3)n2)o1	1	1	2	3	3	-4	-2	5	-2
O=C(NCc1ccccc1)OCCN1CCN(Cc2ccccc2)CCC1=O	-1	-1	11	2	-5	10	0	0	7
CS(=O)(=O)n1nc(-c2cccnc2)nc1NCc1ccccc1	-5	0	6	14	7	0	-3	-2	1
CCN(CC)S(=O)(=O)c1ccc2c(c1)N(CC(=O)NCc1ccco1)C(=O)CO2	-1	3	5	4	0	5	-4	-1	1
CCCCC(=O)NNC(=S)NC(=O)c1cccc([N+](=O)[O-])c1	9	0	1	7	3	3	-1	7	-2
CCC1(CC)NC(=O)N(CC(=O)OCC(=O)Nc2cc(C)ccc2C)C1=O	3	0	6	-3	-8	0	-2	0	3
CCCCOC(=O)c1ccc(NC(=O)COC(=O)c2ccc3ncsc3c2)cc1	-4	-20	0	nt	61*	-4	-5	-28	-16
COc1ccc(Cc2nc(-c3ccc(-n4cccc4)cc3)no2)cc1OC	6	-4	1	2	1	-3	3	-7	-8
CC(C)CC1NC(=O)N(CC(=O)Nc2ccc(-c3ccccc3)cc2)C1=O (stereo not given)	0	-5	-7	nt	5	1	-2	-8	-1
COCCOC(=O)C1=C(C)NC2=C(C(=O)CC(c3cccs3)C2)C1c1ccsc1 (stereo not given)	3	-2	1	28	1	1	-5	-7	-3
Cc1cccc(C)c1NC(=O)/C(C#N)=C/c1cccs1	0	0	4	-4	-12	-2	0	-5	-2
COc1ccc(-c2cc(C(=O)OCC(=O)N3CCOCC3)c3ccccc3n2)cc1	-1	nt	7	nt	-1	2	-16	nt	nt
Cc1ccc(C(CC(=O)N2CCCCC2)c2ccccc2)c(O)c1C (stereo not given)	9	-1	9	-2	0	8	2	0	-2
N#Cc1cc(N2CCCCC2)c([N+](=O)[O-])cc1C#N	2	-4	-4	0	-1	1	3	-4	-3
Cc1cccc(C(=O)NCC(=O)OCC(=O)NC2CCCCC2)c1	5	nt	5	nt	57*	2	-5	nt	nt
N=C(c1ccc([N+](=O)[O-])cc1)N1CCCCCC1	3	4	5	-1	2	7	-2	6	2
CCCN(CC(=O)Nc1ccccc1C)C(=O)C1CCN(S(=O)(=O)c2ccccc2C(F)(F)F)CC1	-3	0	4	10	-2	2	1	3	-1
CCCc1cc(=O)[nH]c(SCC(=O)N2c3ccccc3NC(=O)C2(C)C)n1	4	nt	10	nt	11	7	-3	nt	nt
CSc1nc(C)c(CCOC(=O)c2cccc(Cl)c2)c(=O)[nH]1	-6	-6	-5	3	1	0	0	1	-19
COc1ccc(C2C(C(N)=O)=C(C)Nc3ncnn32)cc1 (stereo not given)	1	0	-4	0	-1	-1	1	-2	-8
COC(=O)C(Cc1cnc(Cl)s1)(C(=O)OC)c1ccc(C(F)(F)F)cc1[N+](=O)[O-]	4	0	9	1	1	1	-4	-1	-1
CC(C)CC1COC(=O)N1 (stereo not given)	5	1	1	1	6	0	-5	-4	-3
CCc1cccc2c(C(=O)CSc3nnc(-c4ccncc4)n3C)c[nH]c12	1	-13	-8	1	-13	-4	-7	-14	-7
Cc1ccc(NS(=O)(=O)c2ccc3c(c2)NC(=O)CCS3)c(C)c1	30*	3	8	14	9	13	5	2	-2
CCOC(=O)Nc1ccc(NC(=O)OCC)cc1	2	4	2	-3	-2	-4	5	2	0
O=C1c2ccccc2NC(c2cccc(O)c2)N1c1ccccc1 (stereo not given)	4	-3	8	-2	-10	2	-3	-9	-5
COCCCNC(=O)CCn1c(=O)c2ccccc2n(CC(=O)Nc2cc(Cl)ccc2C)c1=O	-1	1	4	-1	-6	1	-2	-2	5
Cn1c(=O)c(C(=O)NCc2ccc(Cl)cc2)c(O)c2ccccc21	4	-1	10	2	-10	-1	4	4	2
CC(C)(C)C(=O)/C=c1\[nH]c(=O)/c(=C\c2ccccc2F)s1	10	-2	2	-21	7	-4	-5	0	-6
Cn1c(NC(=O)Cc2cccc3ccccc23)cc(=O)n(C)c1=O	-3	1	3	2	4	0	-4	5	0
COCC1CCCCN1C(=O)c1ccc2oc(CCCc3ccccc3)nc2c1 (stereo not given)	10	-2	-2	-1	-4	4	-1	2	11
CCOC(=O)N1CCN(C(=O)c2ccc(C)c(S(=O)(=O)N3CCCCC3)c2)CC1	3	-3	9	0	2	6	1	-1	8
CCCC(=O)NC(Nc1cc(C(F)(F)F)ccc1Cl)C(Cl)(Cl)Cl (stereo not given)	0	-3	6	-4	-4	4	0	-7	-2
COc1ccc(C(=O)Nc2c(N)nc(SCC(=O)N3CCCCCC3)[nH]c2=O)cc1OC	2	-1	2	1	0	1	2	1	-2

Next records.
SMILES	pPAFAH inh	LYPLA1 counter	PAFAH1B3 inh	GSTO1 inh	PAFAH2 inh	PAFAH1B2 FP inh	PAD4 FP inh	LYPLA2 inh	PME-1 primary
Oc1nc(-c2ccc(Cl)cc2)n2ccncc12	2	3	3	4	2	13	1	2	-1
O=C(CNC1CCCCC1)Nc1cccc([N+](=O)[O-])c1	-1	-2	1	-5	4	5	0	4	-2
COc1ccccc1C/C(N)=N/OC(=O)COc1ccccc1C	3	0	0	-4	-4	-3	1	-4	-4
Cc1cc(NC(=O)c2oc3ccccc3c2C)ccc1-n1cnnn1	-4	-5	-5	-13	-2	6	-7	-2	-13
O=C(C(Cc1ccccc1)N1C(=O)c2ccccc2C1=O)N1CCc2ccccc21 (stereo not given)	3	1	2	7	6	7	-7	-6	1
Cc1c(OCC(=O)NC(Cc2ccc(Cl)cc2)C(=O)O)ccc2c3c(c(=O)oc12)CCCC3 (stereo not given)	0	4	6	-30	6	11	0	8	-2
O=C(Nc1ccc(F)c(Cl)c1)C1CC(=O)N(Cc2ccccc2)C1 (stereo not given)	7	-2	8	-1	-2	4	-1	-3	5
COc1c(O)cc2oc(-c3ccc(O)c(O)c3)cc(=O)c2c1O	11	-17	23	37*	18	7	-4	-30	-33
O=C(CNC(=O)c1ccco1)NCc1nc2ccccc2[nH]1	-5	2	12	-3	0	-2	-5	5	-2
O=[N+]([O-])c1cccc(-c2nc(-c3ccccn3)no2)c1	2	0	6	6	5	-1	-1	-3	-1
Cc1c(N(C)S(=O)(=O)c2cc(C(=O)NCC3CCCO3)ccc2Cl)c(=O)n(-c2ccccc2)n1C (stereo not given)	-3	-3	1	11	5	3	-4	1	-4
CCOC(=O)Cn1cnc2c(nnn2Cc2ccc(Cl)cc2)c1=O	6	1	-3	0	9	6	1	-1	3
C#CCOCCOCCOCCNc1nc(N2CCN(C(=O)Cn3cc(CCCCN)nn3)CC2)nc(N2CCN(C(=O)[C@H](CCCCN)n3cc(CCCC)nn3)CC2)n1	3	2	7	60*	1	1	-2	5	2
CC(C)C(NC(=O)c1ccc(Cl)cc1Cl)C(=O)N1CCC1 (stereo not given)	-2	nt	1	nt	1	10	4	nt	nt
CCN=C1SC(C(=O)Nc2cccc(Cl)c2)CC(=O)N1CC (stereo not given)	0	0	0	-1	7	3	-8	21	-2
CN(C)C1=NC[C@H](Cc2ccccc2)N1CC1CCCC1	3	0	-6	1	1	4	-1	10	3
Cc1cc(C)c2c(c1)-c1c(ssc1=S)C(C)(C)N2C(=O)CSc1nncn1C	4	3	-8	-7	5	4	34*	0	1
CCn1nc(C)c(CN2CCCC(CNS(=O)(=O)c3ccc(OC)cc3)C2)c1C (stereo not given)	-2	3	9	-3	-6	-2	5	4	-2
COc1ccc(CNC(=O)c2cc3cc(OC)ccc3oc2=O)cc1	-3	-2	2	1	1	-4	-3	2	-2
CCOc1ccc(C(=O)NCC(=O)OCc2c(C)noc2C)cc1	1	-1	5	-9	5	4	-4	-2	0
O=C(Oc1ccccc1/C=C\C(=O)c1cc2ccccc2o1)c1cccc(F)c1	0	-3	0	-7	-10	-1	0	-2	-6
CC(C)CCOCC(O)CCC(=O)NNC(=S)Nc1ccccc1 (stereo not given)	0	-3	6	4	2	10	-5	-3	0
COC(=O)c1c(NC(=O)C2CC=CCC2C(=O)O)sc(C)c1C (stereo not given)	5	-4	7	2	1	1	0	-7	-4
CCN(CC)C(=O)C12C(=O)Oc3ccccc3C1C2(C)C(=O)c1ccc(F)cc1 (stereo not given)	3	-3	2	4	1	5	3	3	5
CCOC(=O)Cc1csc(NC(=O)c2cnc3sc(C)cn3c2=O)n1	3	2	7	1	6	-4	0	-4	-2
O=C(NCC1CCCO1)C(Cc1ccccc1)N1C(=O)C2C3C=CC(C4CC34)C2C1=O (stereo not given)	0	0	5	1	43*	2	-1	3	-1
Cc1ccc(/C(N)=N/OC(=O)Cc2cccs2)cc1	10	-2	8	0	-4	0	-7	4	2
